CaV13 ICDI inh: Disruptors of the CACNA1D IQ motif to Ca2+-dependent inactivation inhibitor domain association, primary screening, Förster resonance energy transfer in intact living …. inhibition, % at 12.3 µM. 340,000 compounds, 0.098% hits. AID 743397. HEK cells, CFP/YFP FRET ICDI-IQ, plate reader, 10 min; percent FRET-ratio fall versus neutral wells;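 active = mean replicate inhibition of at least 30% and at least 1% of replicates passing that level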;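 also: 0% = median of the neutral control wells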
PDI turbidity: PDI (human) enzyme inhibition; AID 588391; 350,000 compounds, 0.052% hits; PDI insulin aggregation turbidity, A650, 90 min; inhibition, % at 10 µM; P07237;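 active = mean inhibition across replicates of 30% or more, whatever share of single replicates reach that level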;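 also: absorbance from insulin aggregation driven by PDI reduction with DTT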
Target sequence (P07237 whole entry, looked up): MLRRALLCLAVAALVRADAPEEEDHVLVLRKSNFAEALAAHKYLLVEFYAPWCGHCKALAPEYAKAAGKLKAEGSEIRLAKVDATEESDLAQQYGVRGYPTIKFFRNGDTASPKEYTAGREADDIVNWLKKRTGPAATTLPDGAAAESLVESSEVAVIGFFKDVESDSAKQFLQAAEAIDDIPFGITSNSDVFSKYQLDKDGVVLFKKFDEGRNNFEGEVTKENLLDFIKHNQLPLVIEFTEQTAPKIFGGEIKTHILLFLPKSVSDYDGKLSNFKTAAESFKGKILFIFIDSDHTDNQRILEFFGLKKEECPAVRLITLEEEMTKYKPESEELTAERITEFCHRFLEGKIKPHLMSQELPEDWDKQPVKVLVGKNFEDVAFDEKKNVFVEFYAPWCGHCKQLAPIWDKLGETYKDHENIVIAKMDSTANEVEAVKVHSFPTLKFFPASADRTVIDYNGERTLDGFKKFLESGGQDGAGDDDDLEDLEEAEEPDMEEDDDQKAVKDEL
aDG glyco act: alpha-DG glycosylation activation; activation, % at 10 µM; Pro5-aDG cells, alpha-DG glycosylation AlphaScreen (IIH6); 0% Pro5, 100% B10-LARGE cell signal; AID 624168; 360,000 compounds, 0.22% hits;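 active = activation of at least 8% versus controls, or a plate z-score of at least 8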;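 also: Pro5 are CHO cells carrying HIG-tagged alpha-DG that lacks glycosylation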
ABCB6 inh MLPCN: human ABCB6 transporter inhibition; K562-ABCB6 porphyrin accumulation, flow cytometry, 1 h; stronger effect = lower value; fluorescence ratio to DMSO, % at 10 µM; AID 602162; Q9NP58; 360,000 compounds, 0.19% hits;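 active = fluorescence ratio to DMSO below 75%, the collection mean minus 3 SD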;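 also: signal is porphyrin accumulated inside mitochondria; 100% equals median channel fluorescence of DMSO control wells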
iPSC survival up: increases survival of single human iPS cells; hiPSC single-cell survival, ATPlite luminescence; 100% = ROCK inhibitor wells, 0% = DMSO; survival enhancement, % at 20 µM; 360,000 compounds, 0.044% hits; in the data active = survival enhancement above about 18%;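 also: cells exposed to compounds for 16 hours before the ATP read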
Vif inh: blocks HIV Vif function | AID 602346 | inhibition, % at 7.49 µM | 340,000 compounds, 0.35% hits | HEK293T cells, Vif self-association by quenched fluorescence, imaging, 24 h; in the data active = inhibition above about 50%, passing the limit was not always enough; also: some results filed as inactive read as strong as hits
Glyco luc inh: N-linked glycosylation inhibition; D54 ERlucT glycosylation luciferase reporter, 24 h; percent of 100 nM tunicamycin response; reporter increase, % at 12.5 µM; 360,000 compounds, 0.23% hits;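 active = mean luciferase reporter signal, scaled so untreated is 0 and the glycosylation-blocking control 100, at or above a set limit in every replicate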;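 also: luciferase carries N-glycosylation sites so blocking glycosylation raises the light; 0% = median of neutral control wells and 100% = median of 100 nM tunicamycin wells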
Cardio protect: modulators protecting cardiomyocytes from myocardial damage; H9c2 cardiomyocytes, H2O2 injury protection, ATPLite, 2 h; 360,000 compounds, 0.63% hits; AID 588492; protection from H2O2 cell death, % at 20 µM;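 active = compounds giving at least 50% protection of heart cells from peroxide-induced death in the single-dose screen, raw or plate-pattern-corrected value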;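 also: 0% = DMSO wells with peroxide and 100% = DMSO wells without peroxide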
Granule exo inh: blocks lytic granule exocytosis; 360,000 compounds, 0.66% hits; TALL-104 LAMP-1 surface exposure, flow cytometry; cells stimulated with thapsigargin and PMA; inhibition, % at 10 µM;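 active = inhibition above about 55%, limit read from the data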
HTR2A ag: agonists of mouse serotonin 5-HT2A receptor (HTR2A); CHO-K1 mHTR2A beta-arrestin complementation, luminescence; percent of 30 µM serotonin response; activation, % at 7.6 µM; 360,000 compounds, 0.66% hits; AID 624169;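 active = activation above a run cutoff, the mean activation of all tested compounds plus 3 SD, cut at about 14% in these data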;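 also: 0% = plate median of compound wells and 100% = 30 µM serotonin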
Target sequence (P35363 whole entry, looked up): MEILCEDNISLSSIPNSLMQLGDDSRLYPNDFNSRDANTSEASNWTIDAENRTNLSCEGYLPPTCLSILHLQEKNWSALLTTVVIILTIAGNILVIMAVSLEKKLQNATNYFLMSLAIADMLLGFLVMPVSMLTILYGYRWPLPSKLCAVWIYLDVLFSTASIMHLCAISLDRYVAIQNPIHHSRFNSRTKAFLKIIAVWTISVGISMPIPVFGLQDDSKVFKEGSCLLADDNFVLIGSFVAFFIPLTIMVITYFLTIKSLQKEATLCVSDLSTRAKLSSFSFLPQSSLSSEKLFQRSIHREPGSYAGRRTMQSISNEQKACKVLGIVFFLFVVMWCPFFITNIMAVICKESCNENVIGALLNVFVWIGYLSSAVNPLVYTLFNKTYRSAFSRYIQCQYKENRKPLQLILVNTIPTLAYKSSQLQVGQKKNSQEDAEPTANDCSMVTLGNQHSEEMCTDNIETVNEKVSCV
The depositor's hits bear a star; / = no result given.

SMILES	CaV13 ICDI inh	PDI turbidity	aDG glyco act	ABCB6 inh MLPCN	iPSC survival up	Vif inh	Glyco luc inh	Cardio protect	Granule exo inh	HTR2A ag
COc1ccc(-n2ncc3c(=O)n(CC(=O)Nc4ccc5c(c4)OCCO5)cnc32)cc1	-3.2	-2.9	0.0	90.0	-0.2	14.8	-4.3	-3.0	17.4	-4.2
Nc1ccccc1Sc1ccc(C(=O)c2ccccc2C(=O)O)cc1[N+](=O)[O-]	-6.6	14.6	-0.3	99.0	-0.7	-6.0	2.1	5.4	-14.2	-6.5
NS(=O)(=O)c1ccc(NS(=O)(=O)c2ccc(Br)cc2)cc1	-2.1	18.5	-0.1	100.0	0.0	-5.4	0.5	1.3	-2.5	3.2
O=[N+]([O-])c1cccc(/C=N/N2CCN(c3ccccn3)CC2)c1	-3.7	0.8	-0.1	90.0	1.2	-6.8	0.4	2.9	6.4	5.4
Cc1ccc(F)c(S(=O)(=O)NC(=O)C2(C)CCN2C(=O)CCC2CCCC2)c1 (stereo not given)	-5.2	-25.3	-0.3	98.0	-1.5	-2.5	-0.3	0.4	14.5	0.9
O=C1C(=NO)C(c2ccccc2)Oc2ccccc21 (stereo not given)	-9.2	14.5	0.0	96.0	-0.8	-1.6	-0.6	-3.5	-3.4	-3.9
CC(=O)c1ccc(OCC(=O)OCC(=O)Nc2sccc2C(N)=O)cc1	-18.5	3.2	-0.4	97.0	0.3	-2.0	1.0	-10.5	-0.7	10.6
Cc1sc2ncnc(NC(C)C(=O)O)c2c1C (stereo not given)	-2.1	-6.9	0.1	99.0	0.8	6.1	1.5	-9.4	2.2	-2.2
COc1cc(OC)cc(C(=O)N[C@H](C(=O)Nc2nc(-c3cc(OC)ccc3OC)cs2)C(C)C)c1	-6.0	2.7	1.7	97.0	0.6	-1.0	-1.4	-0.3	1.5	-2.8
CC(=O)SCCC(=O)Nc1ccccc1	-8.1	-2.3	-0.2	103.0	-0.5	-6.9	3.5	-0.2	-0.6	-1.6
O=C(CN1C(=O)c2ccccc2C1=O)N1CCN(c2ccccn2)CC1	-2.9	0.6	0.1	104.0	-0.5	/	0.1	4.7	-0.9	7.8
CC1(C)CC(=O)c2c(O)cc(OCC(=O)NCCc3ccc(S(N)(=O)=O)cc3)cc2O1	/	/	2.5	95.0	-3.0	1.2	-1.4	-2.1	-4.9	-0.5
CC(Oc1cc2oc(=O)c3c(c2cc1Cl)CCC3)C(=O)NCc1ccncc1 (stereo not given)	-12.9	-11.5	0.4	97.0	-0.6	-8.5	0.5	-2.2	-3.4	9.2
CC/C(=N\NS(=O)(=O)c1ccc(C)cc1)c1ccco1	-18.7	12.1	-0.1	98.0	-0.9	22.3	0.2	-0.7	-7.4	-4.5
Cc1cc(C)n(S(=O)(=O)c2ccc(C)c(C)c2)n1	-5.3	1.1	0.0	102.0	-0.3	2.2	-1.8	0.7	-2.9	-1.7
CCOC(=O)Cn1nc(-c2ccc(C)cc2)ccc1=O	-8.3	-0.9	-0.1	99.0	6.4	13.9	0.6	-2.9	-5.6	-6.2
O=C(O)c1cn(Cc2ccccc2)c2ccccc2c1=O	-7.0	-4.9	-0.2	108.0	-1.0	-12.2	1.1	-2.0	3.6	-4.0
CCOc1ccc2oc(C(=O)OCC(=O)NC(=O)NC3CCCC3)c(C)c2c1	-4.1	11.4	-0.3	93.0	-2.0	-4.5	-0.4	-1.3	0.7	0.0
COC(=O)c1ccccc1NC(=O)c1cc[n+]([O-])cc1	-14.3	-3.2	-0.1	98.0	-0.5	-6.2	1.6	3.8	2.0	0.6
NC(=S)N/N=C\c1ccccc1OCc1ccccc1	/	-6.8	0.3	101.0	-1.3	-7.2	-3.2	-2.1	-3.8	-4.1
O=C(NCc1ccccc1)C(c1ccc(Cl)cc1)N(C(=O)c1csnn1)C1CC1 (stereo not given)	-3.5	-6.7	0.0	96.0	0.4	-3.2	-4.4	2.4	-4.6	-0.1
Cc1ccccc1Nc1nc(N)nc(CSc2nnnn2C)n1	4.4	2.7	-0.1	96.0	-1.6	3.6	-1.4	-2.9	-1.2	2.2
CCCSc1nc(-c2ccccc2)cc(C(F)(F)F)c1C#N	-9.1	-2.9	0.1	94.0	0.1	1.4	-3.6	-10.6	1.0	1.4
Cc1ccc2c(SCC(=O)NCc3ccco3)nc(-c3ccc(F)cc3)nc2c1	-4.9	1.9	0.0	95.0	-0.2	/	0.8	-1.6	0.6	-2.0
O=C(CN1CCOCC1)Nc1ccccc1Sc1ccc(Cl)cc1	-5.4	-41.0	-0.2	96.0	1.1	-6.3	-2.1	25.9	2.2	-1.2
NCC1CCN(c2nc3ccccc3c3c2CCCC3)CC1	-8.7	7.7	0.7	89.0	-3.0	8.0	-7.9	-13.0	9.1	0.5
COc1cc(/C=c2\sc3nc(=O)c(-c4ccccc4)nn3c2=O)ccc1OCCC(C)C	-8.7	-6.6	0.1	97.0	-0.8	0.3	1.0	8.5	-1.5	-1.8
Cc1ccc(-n2[nH]c(C)c(/C=N/NC(=O)c3ccc([N+](=O)[O-])cc3)c2=O)c(C)c1	-0.7	1.0	-0.7	100.0	-1.5	2.6	2.1	17.6	5.2	2.3
O=C(NCC1CCCO1)c1csc2c1CCCCC2 (stereo not given)	/	-5.5	-0.2	99.0	-1.1	1.6	2.8	3.3	5.0	-2.9
Cc1ccc(NC(=O)COC(=O)CC2CCCC2)cc1Cl	/	-0.5	-0.2	105.0	-0.3	6.4	-1.0	-1.0	0.5	0.4
Cc1cc(C(=O)Cn2cnc3ccc(Cl)cc3c2=O)c(C)n1C1CC1	-2.2	-6.5	0.8	97.0	-0.3	34.6	2.1	5.7	-1.5	-0.2
Cc1ccc(NC(=O)CCNS(=O)(=O)c2ccc3c(c2)oc(=O)n3C)cc1C	-6.8	0.2	-0.3	107.0	4.0	4.6	-2.3	-1.0	-2.1	-6.7
Cc1cc(C(=O)N/N=C/c2ccncc2)c2ccccc2n1	-18.6	-1.7	-0.3	98.0	-0.1	47.8	1.9	17.8	-1.1	-3.7
O=C(Nc1ccccc1C(=O)NCCCN1CCOCC1)c1ccccc1	/	-4.2	0.0	98.0	-0.2	/	/	3.0	-0.3	-0.1
COC(=O)COc1ccc(C(=O)OC)cc1	-5.5	-10.8	-0.1	98.0	2.6	7.8	-0.3	4.7	1.1	5.4
COc1ccccc1C1CCN(c2ccc([N+](=O)[O-])c(OC)c2)CC1	-0.5	-6.9	0.3	94.0	-0.6	1.0	-0.3	-4.9	-5.8	2.3
Cc1cccc(NC(=O)Cn2nc(C(F)(F)F)cc2C2CC2)c1	-7.6	2.3	0.4	99.0	-3.0	-4.4	1.2	10.1	-1.1	-6.5
CC1CCCCN1S(=O)(=O)c1ccc2c(c1)CCN2C(=O)C1CC1 (stereo not given)	-13.5	0.5	-0.2	101.0	-0.3	9.3	-1.5	1.9	-4.8	1.0
CCOc1ccc(CCNC(=O)c2c(C)noc2C)cc1OCC	-5.9	12.6	0.7	100.0	-0.6	-0.9	-0.8	-3.8	1.5	5.6
CC1(C)CCC(=O)N(c2ccccc2)C1=O	-3.1	0.6	0.1	105.0	-0.8	/	0.5	-4.0	-2.6	7.5
COCCCNc1nc(N)c([N+](=O)[O-])c(NC2CCCCC2)n1	-19.4	11.9	-0.3	98.0	-0.3	0.4	6.3	-7.2	-17.9	7.2
Cc1ccccc1N1CCN(C2CCCN(C(=O)CCN3CCCCO3)C2)CC1 (stereo not given)	-6.7	0.8	0.0	92.0	0.0	5.7	-1.0	1.8	-0.1	2.1
Cc1noc(C)c1C(=O)OC(C)C(=O)c1c[nH]c2ccccc12 (stereo not given)	-14.1	6.0	0.0	99.0	-0.3	/	-0.6	8.6	-0.5	-4.1
COc1ccc(S(=O)(=O)NCC2CCC(C(=O)N3CCC4(CC3)OCCO4)CC2)cc1 (stereo not given)	-6.8	-1.4	0.3	92.0	4.1	9.9	0.5	17.4	-1.8	1.7
Nc1nc2n(n1)C(c1cccc(Cl)c1)CC(c1ccc(F)cc1)N2 (stereo not given)	-4.6	/	-0.1	101.0	-0.6	3.4	-1.7	-2.4	-1.5	-0.2
CS(=O)(=O)Cc1cccc(C(=O)NC2CCSc3ccccc32)c1 (stereo not given)	-5.7	3.8	-0.1	103.0	-0.2	4.5	-2.5	-0.1	-9.3	-9.8
Cc1ccc(C)c(N2CCN(C(=O)c3ccc(CSc4nc5ccncc5[nH]4)cc3)CC2)c1	-2.2	/	0.5	93.0	-1.6	-14.0	-2.1	-34.2	28.0	-1.8
O=C(Nc1ccc2c(c1)OCO2)N1CCN(c2ncccn2)CC1	-7.6	-1.9	0.0	107.0	2.2	37.7	-0.2	-2.2	-0.9	-1.2
Cc1ccc(-n2c(CSc3nc(C)cc(C)n3)n[nH]c2=S)cc1	3.8	-15.5	0.1	98.0	-0.6	2.4	0.3	4.0	-0.8	5.5
COc1ccc(OCC(=O)N2N=C(C)CC2(O)C(F)(F)F)cc1 (stereo not given)	1.8	-4.8	0.7	99.0	-0.9	3.1	1.8	7.9	-2.4	-1.2
Remaining list, next part
SMILES	CaV13 ICDI inh	PDI turbidity	aDG glyco act	ABCB6 inh MLPCN	iPSC survival up	Vif inh	Glyco luc inh	Cardio protect	Granule exo inh	HTR2A ag
Cc1sc(NC(=O)c2cc3ccccc3oc2=O)c(C(=O)OC(C)C)c1-c1ccccc1	-3.1	1.5	0.2	91.0	0.1	14.1	1.0	8.2	-4.1	-1.3
Cc1nn(-c2ccccc2)c(Cl)c1/C=N/NC(=O)c1[nH]ncc1Br	-7.1	-3.4	0.1	100.0	-0.7	-1.5	-19.2	-15.1	-2.1	-6.5
Cc1cccc(C)c1NC(=O)C1(C)CSCC(=O)N1C1CCN(Cc2ccccc2)CC1 (stereo not given)	-4.3	/	0.1	/	/	/	/	/	19.1	5.6
O=C(CCN1C(=O)NC2(CCCC2)C1=O)Nc1ccc(-c2nc3ccccc3s2)cc1	-3.0	-0.2	0.5	111.0	-0.5	4.3	-18.1	36.7	4.3	9.8
O=C(NCc1cccs1)c1cc(-c2ccccc2)nn1CC1CC(c2cccnc2)=NO1 (stereo not given)	-6.6	-0.8	0.1	101.0	2.9	8.6	-3.4	5.2	-1.9	0.0
CCOC(=O)N1CCN(S(=O)(=O)N2CCCC(C(=O)NCCc3ccc(C)cc3)C2)CC1 (stereo not given)	-5.2	-7.0	0.1	98.0	-0.2	3.8	-0.1	1.2	0.0	2.7
CC1Cc2[nH]c(=S)[nH]c(=O)c2C(C)O1 (stereo not given)	-5.5	/	-0.3	107.0	0.0	/	/	/	1.1	6.6
COc1ccc(C2CC(c3ccccc3)=NN2C(=O)COC(=O)c2cccnc2Cl)cc1 (stereo not given)	-5.5	-1.7	-0.2	97.0	-3.2	1.4	1.9	3.9	-2.6	0.8
CC(=O)c1cccc(N2Cc3ccccc3C2=NC(=O)CCl)c1	-2.0	0.5	0.0	112.0	1.5	-2.6	1.6	4.7	1.1	4.8
O=C(NC1CCCCC1)c1cc(Cl)ccc1[N+](=O)[O-]	-6.4	-16.1	-0.1	95.0	1.5	-3.9	0.2	5.6	2.5	-0.3
